PPARg SRC1 recr = agonists of human PPARgamma SRC-1 coactivator recruitment. P37231. PPARgamma-SRC-1 coactivator recruitment biochemical assay. activation, % at 8 µM. hit rate 0.41% among 200,000. AID 631; in the data active means activation above about 19%;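 further: 0% = DMSO and 100% = reference agonist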
Target sequence (P37231 whole entry, looked up): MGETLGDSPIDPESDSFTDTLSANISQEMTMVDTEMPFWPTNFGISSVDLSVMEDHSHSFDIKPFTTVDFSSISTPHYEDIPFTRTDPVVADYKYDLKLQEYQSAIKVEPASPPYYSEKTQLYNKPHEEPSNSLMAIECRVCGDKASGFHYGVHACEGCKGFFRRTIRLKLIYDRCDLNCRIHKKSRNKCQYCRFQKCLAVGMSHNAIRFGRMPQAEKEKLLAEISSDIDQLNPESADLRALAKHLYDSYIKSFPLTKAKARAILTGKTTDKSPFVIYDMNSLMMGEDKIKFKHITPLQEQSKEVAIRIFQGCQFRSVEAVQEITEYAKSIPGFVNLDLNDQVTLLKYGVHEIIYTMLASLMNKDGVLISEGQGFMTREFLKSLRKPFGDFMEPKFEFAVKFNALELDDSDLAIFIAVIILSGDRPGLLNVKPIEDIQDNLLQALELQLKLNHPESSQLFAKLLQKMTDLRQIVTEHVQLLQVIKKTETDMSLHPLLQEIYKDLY
ROMK primary = human ROMK K+ channel modulation, primary screen | P48048 | Tet-inducible ROMK, thallium flux fluorescence; actives lie on both sides | B-score at 10 µM | hit rate 2% among 130,000;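 active means signal ratio slope over the read window, or its plate-corrected B-score, at least 3 SD from the plate mean, either direction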;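 further: B-score of the F/F0 ratio slope over 7 to 12 s after thallium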
Target sequence (P48048 whole entry, looked up): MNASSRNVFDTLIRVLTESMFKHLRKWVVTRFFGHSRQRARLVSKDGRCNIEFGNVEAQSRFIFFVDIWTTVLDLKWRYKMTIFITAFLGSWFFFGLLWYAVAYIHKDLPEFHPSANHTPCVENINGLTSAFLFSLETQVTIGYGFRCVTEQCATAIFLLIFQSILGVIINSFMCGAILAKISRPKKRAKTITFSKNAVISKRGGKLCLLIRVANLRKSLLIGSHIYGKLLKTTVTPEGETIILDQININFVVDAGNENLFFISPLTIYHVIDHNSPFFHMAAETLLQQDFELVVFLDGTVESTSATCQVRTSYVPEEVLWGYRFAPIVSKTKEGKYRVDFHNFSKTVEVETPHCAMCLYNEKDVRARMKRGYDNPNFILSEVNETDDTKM
bIAP activator = intestinal alkaline phosphatase (bovine) activation; purified bovine IAP, CDP-star luminescence, 30 min; hits give high values; fold of DMSO-control signal, blank-subtracted; activation factor at 20 µM; hit rate 0.17% among 200,000;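 active means activation factor of 2 or more at 20 µM, a signal rise over negative controls twice the positive control's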
TLR4-MyD88 BLA = inhibitors of human TLR4-MyD88 binding; O00206+Q99836; HeLa CL3-4 TLR4/MyD88 BLA complementation, FRET ratio; inhibition, % at 8.4 µM; hit rate 0.18% among 200,000; AID 861; in the data active means inhibition above about 25%;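 further: 0% = vehicle and 100% = reference inhibitor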
PPARg SRC-2 ag = promotes SRC-2 coactivator recruitment by human PPARgamma; P37231; PPARgamma LBD-SRC-2 recruitment, biochemical; activation, % at 8 µM; hit rate 0.34% among 200,000; in the data active means activation above about 22%;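 further: 0% = vehicle and 100% = reference agonist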
L major viab = reduces viability of Leishmania major promastigotes | resazurin fluorescence viability | inhibition, % at 10 µM | hit rate 9% among 200,000 | AID 1063; in the data active means inhibition above about 50%;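 further: promastigotes grown with compound for 44 hours at 28 °C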
S1P3 antagonist = S1P3 (human) receptor antagonism | Q99500 | CHO S1P3 NFAT-BLA reporter, FRET fluorescence, antagonist mode | inhibition, % at 4.98 µM | hit rate 0.27% among 170,000;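 active means inhibition above the plate cutoff, the mean inhibition of test wells on that plate plus 3 SD, cut at about 28% in these data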;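 further: cells challenged with S1P at its EC80 of 0.8 µM; blue over green emission ratio from cleaved BLA substrate after 4 h stimulation; 0% = S1P-stimulated wells and 100% = unstimulated DMSO-only wells; some compounds past the cut are filed as inactive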
PPARg SRC-3 ag = PPARgamma-driven SRC-3 recruitment agonism; P37231; activation, % at 8 µM; AID 731; biochemical PPARgamma/SRC-3 coactivator recruitment assay; hit rate 0.26% among 200,000; in the data active means activation above about 23%;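 further: 0% = DMSO and 100% = reference agonist; some compounds past the cut are filed as inactive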
TR-FRET SRC-2 ct = counter-screen for PPARgamma SRC-2 recruitment agonists: TR-FRET artefact; AID 1049; hits give high values; hit rate 0.4% among 200,000; TR-FRET ratio at 8 µM; in the data active means TR-FRET ratio above about 2000; further: inactives centre near 1500; reference of the scale not given here
bIAP inh = blocks bovine intestinal alkaline phosphatase activity | 190,000 tested, under 10 active | inhibition, % at 20 µM | purified bovine IAP, CDP-star luminescence, 30 min;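 active means over 50% inhibition of intestinal alkaline phosphatase at 20 µM in the single-dose screen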
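Incubation: 30 min reaction at room temperature / Material: purified bovine intestinal alkaline phosphatase (IAP) enzyme / Input: enzyme at 1/65,000,000 dilution / Dosing: 20 µM single dose / Signal: CDP-star luminescence signal / Reagent: CDP-star chemiluminescent phosphatase substrate, 30 µM final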
DTT redox prof = compounds producing H2O2 with reducing agent – biochemical, NIH compound library profiling, artefact control for MLSCN library redox annotation, primary screen; DTT-dependent redox cycling H2O2, phenol red/HRP absorbance; 100% = 100 µM peroxide control, 0% = buffer; activation, % at 10 µM; AID 878; hit rate 0.03% among 200,000;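 active means activation of at least 50% relative to the plate's high and low controls in the primary single-dose screen; inactive means activation below 50%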;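 further: compound incubated with DTT at 0.8 mM final as the reducing agent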
* marks the source's active call; other numbers are inactive results; . = not tested or not shown.

Each structure is followed by: PPARg SRC1 recr	TLR4-MyD88 BLA	PPARg SRC-3 ag	bIAP activator	ROMK primary	bIAP inh	DTT redox prof	S1P3 antagonist	TR-FRET SRC-2 ct	L major viab	PPARg SRC-2 ag
- O=P(O)(O)C12CC3CC(CC(C3)C1)C2
  -4.0	-0.9	-4.7	0.9	.	13.9	3.2	2.4	1553	-6.3	-2.5
- OC12ONC(c3ccccn3)C1N1CCC2CC1 (centres undefined)
  0.5	14.7	-0.4	1.2	-0.12	-23.4	0.1	-24.2	1351	1.9	3.0
- CCOC(=O)c1c(C)n(Cc2ccccc2)c2ccc(OCC(O)Cn3nc(C)cc3C)cc12 (centres undefined)
  3.2	8.7	7.6	0.9	.	5.8	-0.5	.	1682	17.5	11.8
- CCOC(=O)C1(CCc2ccccc2)CCN(Cc2cccc3c2OCO3)CC1
  6.1	-13.8	7.7	0.9	-2.36	10.6	-1.5	2.4	1543	79.4*	6.2
- CCN(C(=O)Oc1ccccc1)c1ccc(C(O)(C(=O)OC)C(F)(F)F)cc1 (centres undefined)
  -12.5	5.1	0.9	1.4	.	-43.8	-0.3	4.9	1453	99.4*	-8.4
- CCC1CCCCN1P(=O)(c1ccc(C)o1)C(C)(C)C (centres undefined)
  3.8	3.5	-3.5	1	0.544	-2.7	-3.3	-12.4	1565	4.7	-1.5
- CCOc1ccc(-n2c(O)c(C=NCCN3CCNCC3)c(=O)[nH]c2=O)cc1
  -10.7	-8.5	-13.9	1.5	-0.782	-51.7	0.7	.	1397	-17.1	2.8
- Cn1cc(NC(=O)CCl)cn1
  1.1	12.3	2.4	1	0.28	4.1	-0.1	-10.3	1598	1.0	-3.8
- CCCCn1c(O)c(/C(CC)=N/N2CCCCC2c2cccnc2)c(=O)[nH]c1=S (centres undefined)
  -1.2	-2.9	4.8	0.9	.	6.1	0.2	4.6	1607	34.0	3.9
- CCN1C(=O)C(=Cc2ccc(C)s2)C(=O)N(CC)C1=S
  1.6	3.8	1.3	0.9	-1	13.4	0.6	3.5	1586	84.3*	-0.8
- CN(C)C1=NP(N(C)C)(N(C)C)=NC(c2ccccc2)=N1
  3.5	6.5	-3.5	0.9	0.684	7.0	0.2	-13.3	1602	10.3	-3.2
- COP(=O)(OC)C(NC(=O)c1ccc(C)cc1)C(Cl)(Cl)Cl (centres undefined)
  -2.4	1.6	-1.9	0.8	-0.384	20.0	-0.4	2.0	1372	-7.2	-3.7
- O=c1[nH]c(=O)n(Cc2ccco2)c(O)c1/C=N/N1CCCCC1
  2.0	0.8	5.2	0.8	.	17.4	0.3	0.8	1608	-9.6	6.0
- Cc1cc(NC(=O)COC(=O)c2c(C)nn(Cc3ccccc3Cl)c2Cl)no1
  9.7	2.3	0.0	0.9	0.171	9.0	1.5	-16.3	1503	-4.5	-2.2
- O=C(Cc1cccs1)N1CCC2(CC1)OCCO2
  -4.2	1.6	4.9	0.9	-0.00661	5.8	1.1	-58.6	1373	-7.0	2.1
- Cc1nnc2ccc(N3CCN(C)CC3)nn12
  -2.3	2.4	-2.5	0.7	.	33.9	-2.9	-11.4	1483	-2.6	3.7
- Cc1cc(CN(C)C)c(OC(=O)N(C)C)cc1C
  -3.6	2.6	0.5	0.9	.	8.3	-0.8	0.7	1672	-3.5	2.5
- CCSc1nnc([C@@H](N)Cc2ccccc2)o1
  2.4	-8.4	8.6	1.2	.	-24.6	-1.2	.	1581	-2.8	13.5
- CCC1(c2ccccc2)C(=O)N(COC)C(=O)N(COC)C1=O
  -2.8	-8.9	-1.9	0.9	.	13.2	3.5	-14.3	1397	-4.2	1.1
- CCCn1c(C(=O)c2ccccc2)nc2ccccc21
  -1.4	10.1	-4.5	0.8	.	24.5	-0.2	-2.5	1465	34.5	0.9
- O=C1NC(=O)C(=Cc2ccc(Oc3ccc([N+](=O)[O-])cc3)cc2)C(=O)N1
  5.7	-5.4	1.8	1	-0.0164	-4.7	-0.7	-6.0	1652	10.4	2.4
- O=c1[nH]c(=O)n(Cc2ccco2)c(O)c1C=NCCN1CCOCC1
  7.6	15.3	11.9	1	1.42	1.2	-0.8	.	1541	-0.1	5.0
- Cc1c(C(c2ccc(O)cc2)c2c(O)c3ccccc3oc2=O)c(=O)n(-c2ccccc2)n1C (centres undefined)
  -3.9	-8.9	2.6	1.2	-0.116	-18.2	0.5	-10.2	1356	13.5	-0.9
- CCCN(CC#CCOc1ccc(OC)cc1)CCC
  -6.3	-4.9	-5.8	1	.	-1.2	1.8	.	1464	17.9	-4.7
- COP(=O)(OC)C(NC(=O)/C=C/c1ccccc1)C(Cl)(Cl)Cl (centres undefined)
  -4.3	0.4	3.8	1.2	0.332	-21.0	-0.2	-3.3	1479	-7.0	-4.9
- CCOC(=O)N(CC)c1ccc(C(O)(C(=O)OCC)C(F)(F)F)cc1 (centres undefined)
  3.5	-1.4	0.2	1	.	0.5	-1.0	-23.0	1676	98.3*	6.4
- O=C(Cc1ccccc1)Oc1cccc(-n2cnnn2)c1
  3.0	5.0	-3.5	1	-0.00979	-4.3	-0.1	-12.4	1499	-3.1	7.1
- COc1cccc(C(=O)C2CCCN(Cc3ccon3)C2)c1 (centres undefined)
  4.6	2.2	8.2	1.1	-0.0857	-8.8	0.4	-9.3	1797	-7.5	12.5
- Oc1ccc(Br)cc1CN1CCN(c2ccccc2)CC1
  4.2	-9.3	2.9	0.9	.	6.3	-1.1	3.4	1639	11.1	-6.1
- COc1cc(NC(=O)CN2C3CCC2CC(O)(c2cccnc2)C3)cc(OC)c1 (centres undefined)
  5.6	1.1	-1.2	1	-0.279	0.8	0.0	.	1575	93.3*	-0.2

Entries of single compounds, looked up by structure.
Cn1cc(NC(=O)CCl)cn1 is listed as PPARg SRC1 recr: 1.1; TLR4-MyD88 BLA: 12.3; PPARg SRC-3 ag: 2.4; bIAP activator: 1; ROMK primary: 0.28; bIAP inh: 4.1; DTT redox prof: -0.1; S1P3 antagonist: -10.3; TR-FRET SRC-2 ct: 1598; L major viab: 1.0; PPARg SRC-2 ag: -3.8
O=c1[nH]c(=O)n(Cc2ccco2)c(O)c1C=NCCN1CCOCC1 is listed as PPARg SRC1 recr: 7.6; TLR4-MyD88 BLA: 15.3; PPARg SRC-3 ag: 11.9; bIAP activator: 1; ROMK primary: 1.42; bIAP inh: 1.2; DTT redox prof: -0.8; S1P3 antagonist: .; TR-FRET SRC-2 ct: 1541; L major viab: -0.1; PPARg SRC-2 ag: 5.0

New compounds follow
Each structure is followed by: PPARg SRC1 recr	TLR4-MyD88 BLA	PPARg SRC-3 ag	bIAP activator	ROMK primary	bIAP inh	DTT redox prof	S1P3 antagonist	TR-FRET SRC-2 ct	L major viab	PPARg SRC-2 ag
- CN(C)c1ccc(/C=C2/C(=O)NC(=O)N(CCc3ccc(F)cc3)C2=O)cc1
  9.0	-9.2	1.9	1	-2.26	-1.6	0.4	-1.3	1606	-0.2	-5.5
- COC(=O)C(O)(c1ccc(N(C)C(=O)OC(C)C)cc1)C(F)(F)F (centres undefined)
  1.3	-1.0	-6.6	0.9	.	8.8	-1.1	.	1442	91.8*	-1.9
- COc1ccc(N2C(=O)/C(=C/C=C/c3ccccc3[N+](=O)[O-])C(=O)NC2=S)cc1
  -5.7	21.3	-2.0	1.1	-0.438	-5.9	-0.5	-13.7	1452	92.1*	-5.0
- CN1CCN(c2cn[nH]c(=O)c2Cl)CC1
  3.4	-6.7	0.0	0.9	-0.217	9.4	0.2	-12.0	1467	-0.5	1.2
- Cc1ccccc1C(=O)NC(Oc1ccccc1)C(Cl)(Cl)Cl (centres undefined)
  2.9	0.0	-4.4	1.1	0.172	-8.1	0.6	5.1	1782	-2.5	5.0
- NCCc1c[nH]c2ccccc12
  -10.5	-1.9	-3.0	1.2	-0.44	-19.6	0.2	-15.9	1364	-3.4	0.3
- Cc1cc(NCCN)nc2ccccc12
  -5.1	0.6	3.7	0.7	-0.415	25.8	0.1	.	1548	0.7	6.4
- COc1ccc(C(=O)C2CCCN(Cc3ccon3)C2)cc1OC (centres undefined)
  9.3	-13.5	0.9	1.1	-0.976	-11.4	-1.6	-23.8	1667	11.9	14.5
- CCc1c(C)nc(N)nc1N1N=C1SCC(N)=O
  -0.2	-3.7	-3.6	1	0.0948	-0.7	0.4	.	1580	-1.6	6.8
- Cc1cc(Cl)ccc1OCCCC(=O)NCc1cccs1
  -2.8	1.5	-1.6	0.9	-0.152	9.4	0.3	4.8	1580	59.8*	0.3
- O=C(C1CC(=O)N(C2CCCCCCC2)C1)N1CCC2(CC1)OCCO2 (centres undefined)
  1.7	4.6	11.7	1.1	.	-14.0	0.5	.	1433	0.8	-15.4
- CC(=O)Nc1ccccc1OP1(=O)COc2ccccc2OC1
  5.7	-10.3	6.2	0.9	0.0128	10.7	-3.7	2.2	1727	1.7	2.8
- CS(=O)(=O)N1CCCC(C(=O)N2CCC3(CC2)OCCO3)C1 (centres undefined)
  3.3	12.6	8.9	1	0.503	-2.9	-1.4	-3.3	1383	-4.8	1.8
- CN1CCN(c2ccc(F)cc2N)CC1
  -7.3	9.7	3.3	1	0.179	-4.8	0.1	-8.4	1557	-7.5	4.4
- OC1/C(=C/c2ccc(F)cc2)N2CCC1CC2 (centres undefined)
  4.3	0.8	2.1	0.8	-0.53	16.8	-0.1	-3.0	1606	-8.0	-4.8
- O=C1N(c2cccc(Cl)c2)C(c2cccnc2)N2CCCN12 (centres undefined)
  -0.9	3.7	-3.5	1	-0.0684	1.4	-0.3	-4.2	1425	15.9	-5.1
- Cc1c(C=O)c2ccccc2n1Cc1cccc(F)c1
  8.5	-4.2	8.0	1	-1.59	-1.0	-0.5	6.2	1743	-5.8	10.8
- CN(C)C(=O)Oc1ccc(Cl)c2cccnc12
  -1.0	2.1	-1.2	0.9	.	5.4	-1.6	-14.8	1446	3.1	-1.8
- CN(CC(=O)Nc1ccccc1-c1ccccc1)C1CCCCC1
  1.5	5.2	-3.9	1	.	-0.1	2.0	.	1527	10.6	-5.5

Compound activity: PubChem, several laboratories

Not all compounds are listed (hit frequency here may not be typical).
